Screening results deposited in PubChem by The Scripps Research Institute Molecular Screening Center.
GSTO1 counter = inhibitors of recombinant GSTO1, primary screen, counter-screen for RBBP9 inhibitor project, biochemical, fluorescence polarization; AID 1974, 2009; Glutathione S-transferase omega-1 (Homo sapiens), P78417; 1.1% of 300,000 active; inhibition, % at 5.96 µM; activity-based probe fluorescence polarization;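 active means inhibition above the campaign mean inhibition plus 3 SD, cut at about 35% in these data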;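 further: 0% = GSTO1-1 with DMSO and 100% = wells lacking GSTO1-1 enzyme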
Target sequence (P78417 whole entry, looked up): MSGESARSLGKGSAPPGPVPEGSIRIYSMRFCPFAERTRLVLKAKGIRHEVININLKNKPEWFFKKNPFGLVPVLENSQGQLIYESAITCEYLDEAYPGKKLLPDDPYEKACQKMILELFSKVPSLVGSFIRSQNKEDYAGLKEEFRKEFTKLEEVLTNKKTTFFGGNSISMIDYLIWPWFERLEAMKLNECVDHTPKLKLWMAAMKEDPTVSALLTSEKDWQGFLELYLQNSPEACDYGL
LYPLA1 inh = LYPLA1 inhibitors, primary screen, counter-screen for PME1 inhibitor project, biochemical, fluorescence polarization, FP-Rh probe ABPP | Acyl-protein thioesterase 1 (Homo sapiens), O75608 | recombinant LYPLA1 | inhibition, % at 5.9 µM | 0.16% of 320,000 active | AID 2174, 2009;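 active means inhibition above the mean of all tested compounds plus 3 SD, set per campaign, cut at about 14% in these data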;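 further: inhibitors block serine hydrolase probe labeling of LYPLA1 so polarization falls; 0% = enzyme with DMSO and 100% = wells lacking LYPLA1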
LYPLA2 counter = LYPLA2 inhibitors, primary screen, counter-screen for PME1 inhibitor project, biochemical, fluorescence polarization, FP-Rh probe ABPP | recombinant LYPLA2 | 0.38% of 320,000 active | AID 2177, 2009 | Acyl-protein thioesterase 2 (Homo sapiens), O95372 | inhibition, % at 5.9 µM;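 active means inhibition above the screen-wide mean plus 3 SD, limit set per campaign, cut at about 26% in these data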;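 further: 0% = LYPLA2 with DMSO and 100% = wells lacking LYPLA2 enzyme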
PAFAH2 inh = PAFAH2 enzyme inhibitors, primary screen, biochemical, fluorescence polarization, human; 0.99% of 340,000 active; recombinant PAFAH2, FP-rhodamine activity probe; inhibition, % at 3.39 µM;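 active means inhibition above the mean over all tested compounds plus 3 SD, cut at about 30% in these data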;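 further: inhibitors block probe labeling of enzyme so polarization drops; 0% = enzyme with DMSO and 100% = wells lacking PAFAH2 protein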
PAFAH1B2 FP inh = PAFAH1B2 enzyme inhibitors, primary screen, biochemical, fluorescence polarization, human | inhibition, % at 3.39 µM | AID 492953, 2010 | 1.2% of 340,000 active | recombinant PAFAH1B2, FP-rhodamine activity probe | Platelet-activating factor acetylhydrolase IB subunit alpha2 (Homo sapiens), P68402;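 active means inhibition above the mean of all tested compounds plus 3 SD, cut at about 24% in these data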;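 further: 0% = enzyme with DMSO and 100% = wells lacking PAFAH1B2; many of its hits are not listed in these tables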
PME-1 primary = PME-1 inhibitors via competitive probe labeling, primary screen, biochemical, fluorescence polarization, FP-Rh probe, HTS. Protein phosphatase methylesterase 1 (Homo sapiens), Q9Y570. recombinant PME-1. AID 2130, 2009. 0.53% of 320,000 active. inhibition, % at 5.9 µM;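 active means inhibition above the campaign mean of all compounds plus 3 SD, cut at about 26% in these data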;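 further: competitive labeling of PME-1 active site by serine hydrolase directed probe; 0% = PME-1 with DMSO and 100% = wells lacking PME-1 enzyme; inhibitors block probe labeling so polarization falls and inhibition rises; many of its hits are not listed in these tables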
PAFAH1B3 inh = PAFAH1B3 enzyme inhibitors, primary screen, biochemical, fluorescence polarization, human; 0.28% of 340,000 active; Platelet-activating factor acetylhydrolase IB subunit alpha1 (Homo sapiens), Q15102; inhibition, % at 3.39 µM; recombinant PAFAH1B3, FP-rhodamine probe;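 active means inhibition above the screen-wide average of all tested compounds plus 3 SD, cut at about 25% in these data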;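 further: 0% = enzyme with DMSO only and 100% = wells lacking PAFAH1B3 protein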
PAD4 inh = human PAD4 inhibitors, primary screen, biochemical, fluorescence polarization, 1536-well format | inhibition, % at 6.36 µM | 0.41% of 330,000 active | recombinant PAD4, RCA probe fluorescence polarization | AID 485272, 2010;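 active means percent inhibition above a cutoff equal to the mean of all tested compounds plus 3 SD, cut at about 15% in these data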;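 further: 0% = PAD4 with RCA probe and DMSO and 100% = probe without PAD4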
Target sequence (Q9UM07 whole entry, looked up): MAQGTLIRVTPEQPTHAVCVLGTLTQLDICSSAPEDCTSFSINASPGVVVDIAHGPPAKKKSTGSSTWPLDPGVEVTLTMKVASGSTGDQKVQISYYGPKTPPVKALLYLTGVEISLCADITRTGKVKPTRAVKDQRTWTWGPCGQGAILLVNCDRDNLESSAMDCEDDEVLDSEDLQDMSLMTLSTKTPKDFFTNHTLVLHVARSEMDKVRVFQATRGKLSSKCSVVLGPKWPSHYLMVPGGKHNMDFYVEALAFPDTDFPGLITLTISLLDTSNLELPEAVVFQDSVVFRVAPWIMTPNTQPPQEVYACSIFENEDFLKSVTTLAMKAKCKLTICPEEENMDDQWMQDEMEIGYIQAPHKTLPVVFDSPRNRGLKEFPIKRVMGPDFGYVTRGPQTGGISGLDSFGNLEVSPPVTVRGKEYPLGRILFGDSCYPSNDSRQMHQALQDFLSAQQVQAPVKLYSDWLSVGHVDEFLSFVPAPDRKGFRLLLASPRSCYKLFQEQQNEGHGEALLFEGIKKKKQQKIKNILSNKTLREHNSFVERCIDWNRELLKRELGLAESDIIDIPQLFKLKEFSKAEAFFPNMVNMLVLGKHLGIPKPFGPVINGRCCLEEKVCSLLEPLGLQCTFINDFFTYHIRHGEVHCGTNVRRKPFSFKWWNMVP
pPAFAH inh = pPAFAH enzyme inhibitors, primary screen, biochemical, fluorescence polarization, human; inhibition, % at 3.39 µM; 1.5% of 330,000 active; recombinant pPAFAH, FP-rhodamine probe fluorescence polarization; Platelet-activating factor acetylhydrolase (Homo sapiens), Q13093;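 active means inhibition above the mean inhibition across the screen plus 3 SD, cut at about 25% in these data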;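 further: inhibitors block binding of the rhodamine activity-based probe so polarization drops; 0% = enzyme with DMSO and 100% = wells lacking pPAFAH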
An asterisk follows results filed as active; . = not tested or not shown. Some of the compounds tested (hit frequency here may not be typical).

canonical_smiles,GSTO1 counter,LYPLA1 inh,LYPLA2 counter,PAFAH2 inh,PAFAH1B2 FP inh,PME-1 primary,PAFAH1B3 inh,PAD4 inh,pPAFAH inh
Cc1ccccc1NC(=O)COc1coc(CN2CCCc3ccccc32)cc1=O,-10,2,1,9,-2,4,-1,-5,8
CN1CCN(CCCNC(=O)c2ccc(/C=C3\Oc4ccccc4N(Cc4ccccc4F)C3=O)cc2)CC1,-12,-10,-1,6,5,0,8,-4,-1
CN(CC(=O)Nc1ccccc1C(=O)N1CCCC1)S(=O)(=O)c1ccc(Br)cc1,3,-1,-1,-23,8,-2,7,0,-1
C/C=C/C(=O)Nc1cccc(C2=NOC3(C2)C[C@@H](C(N)=O)N(C(=O)/C(C)=C/C)C3)c1 (stereo not given in full),2,-1,0,-5,0,5,-5,6,0
COc1ccc(C2NC(=O)c3sc(=S)n(-c4ccccc4)c3N2)cc1 (stereo not given),0,-3,-4,-1,3,-9,5,9,1
CC(=O)N(C)c1cccc(-c2ccc3nnc(C)n3n2)c1,-2,-2,0,2,0,4,-6,5,1
CCC(C(=O)NCc1ccc(F)cc1)N(CCc1ccccc1)C(=O)c1snc(C(N)=O)c1N (stereo not given),-1,-1,-2,5,8,-1,2,2,2
C=CCCCCCCCC(=O)OC,-2,1,5,-1,-3,4,-11,3,5
CCOC(=O)c1oc2ccccc2c1COC(=O)CNC(=O)c1ccc(C)cc1,-8,1,0,3,-1,5,4,1,2
Cc1occc1C(=O)NCc1cccc(CNC(=O)c2ccoc2C)c1,-4,-1,-3,4,3,-2,8,-9,7
Cc1ccc(NC(=O)CSCC(=O)O)cc1,5,-3,0,0,-5,5,5,3,0
COc1cc(S(=O)(=O)N2CCOCC2)cc(C(=O)NCC(c2cccs2)N2CCOCC2)c1OC (stereo not given),.,.,.,4,5,.,7,1,1
CC(C)(C)N=Cc1c(O)ccc2oc3c(c12)CCCC3,16,-3,-3,11,4,3,8,-2,2
CC[C@@]1(c2cccc(C)c2)C(=O)N(C(=O)OC)N1C(=O)OC,-25,0,-3,-4,-1,-2,0,0,-11
COCCCNC(=O)C1CCCN(S(C)(=O)=O)C1 (stereo not given),0,-1,-6,-3,-2,2,-7,1,5
Nn1c(Cc2cccc3ccccc23)nnc1SC1CCOC1=O (stereo not given),5,-2,-7,-1,1,1,4,0,3
COc1cccc(-c2c(C#N)c(N)nc3c2c(C)nn3-c2ccccc2)c1O,-10,-4,-8,-5,-2,-1,1,0,0
O=C(Nc1ccccc1C(F)(F)F)c1cc(-c2ccc(O)cc2)on1,-11,-11,-6,-7,-1,-10,2,-1,3
Cc1ccc(-n2nc3c(=O)n(CCCC(=O)N4CCC(C)CC4)nc(C)c3c2C)cc1,2,0,-1,8,3,-9,3,0,7
CCOC(=O)c1ccc(NC(=O)CSc2nnc(CNC(=O)c3ccco3)o2)cc1,9,3,0,1,2,4,5,0,1
Cn1c(-c2cccc([N+](=O)[O-])c2)cnc1NCc1cccc([N+](=O)[O-])c1,24,6,9,3,4,6,13,-2,6
NC(=O)C1CCCN(C(=O)c2ccc(Cl)cc2)C1 (stereo not given),0,3,-3,3,-2,-3,-10,1,5
CCn1c(/N=C/c2ccccc2O)nc2ccccc21,-1,-1,4,-4,-4,6,9,3,5
Cc1ccc(CNC(=O)c2ccc3c(=O)c(O)c(-c4ccc(C)cc4)[nH]c3c2)cc1,7,-8,-8,-22,8,-2,11,-3,27*
CCOc1ccccc1NC(=O)CSc1nccn1-c1ccccc1,2,-4,0,0,1,2,-3,-1,2
Cc1nc(C)c(/C(O)=C\c2nc3ccc([N+](=O)[O-])cc3oc2=O)o1,10,0,5,.,.,-1,.,-3,4
Cc1ccc(C2(C(F)(F)F)N=C3Sc4cc(C)ccc4N3C(=O)N2)cc1 (stereo not given),-11,-3,-4,.,.,-3,.,-5,-2
O=C(CSc1ccc(-c2ccccn2)nn1)N1CCc2ccccc21,10,1,7,-1,1,5,6,2,3
Cc1cc(N2CCCC2=O)cc(C)c1S(=O)(=O)NCCOc1ccc(C(C)(C)C)cc1,5,-2,10,2,40*,-5,2,-4,3
O=c1[nH]c(-c2ccccc2)nc2sc(-c3ccccc3)cc12,0,0,1,-10,0,-4,-7,-2,2
O=C(Nc1ccc(Cl)cn1)c1ccc(Oc2ccccc2)cc1,0,0,11,0,1,-7,8,-1,2
Cc1noc(/C=C/c2ccco2)c1S(=O)(=O)N1CCC(C(=O)NC(C)c2ccccc2)CC1 (stereo not given),-3,-3,5,-2,-2,-5,-4,-1,8
Cc1ccccc1NC(=O)C1CCCN1/C=C/C(=O)C(F)(F)F (stereo not given),-6,-1,-6,1,-1,4,-4,-1,-2
Cc1ccc(CSc2ccc(C(=O)N3CCOCC3)cc2[N+](=O)[O-])cc1,1,0,4,1,2,4,4,-1,2
NC(=O)CSC1=Nc2ccccc2C2=NC(c3ccccc3)C(=O)N12 (stereo not given),6,2,9,-9,-6,-2,0,3,6
OC(COc1ccc(Br)cc1)Cn1ccnc1 (stereo not given),10,3,9,5,-1,5,-3,0,0
COc1ccc(C(=O)N(C)C2CCCCC2)cc1OC1CCN(C(C)C)CC1,12,-2,-4,1,4,-6,6,-2,-4
Cc1cc(Cl)c2oc(C(=O)N(C)C(C)c3ccccn3)c(C)c2c1 (stereo not given),4,0,2,-4,-1,8,4,0,0
Cc1cc(OCC(=O)NCCCN(C)C)cc(C)c1Br,-1,5,4,-5,-1,-2,2,1,2
O=C(NCc1ccccn1)c1cnc2sccn2c1=O,2,-3,1,-6,1,0,0,6,5
CCOc1ccc(NC(=O)CSc2ccc3nnc(-c4cccnc4)n3n2)cc1,-1,-5,7,17,6,3,13,2,4
Clc1ccc(OCCSCc2nc3ccccc3[nH]2)cc1,9,1,7,0,31*,5,1,2,7
CCSc1nc2cc(S(=O)(=O)N3CCOCC3)ccc2o1,.,.,.,1,4,.,7,-1,0
O=C(Nc1ccc(-c2csc(Nc3ccc(Cl)cc3)n2)cc1)c1cccc(C(F)(F)F)c1,-12,-11,6,.,.,26*,.,-2,44*
Cc1cc2nc(/C(C#N)=C\c3ccc(-c4ccccc4C(=O)O)o3)[nH]c2cc1C,7,0,3,20,22,-1,16,-4,5
CC1CCCN(C(=O)CN2C(=O)c3ccccc3S2(=O)=O)C1 (stereo not given),.,3,3,-1,3,5,3,2,1
Cc1cccc2c3nc4ccccc4nc3n(C)c12,-3,3,-3,-10,1,0,9,-3,-1
Cc1cc2ccccn2c1C(=O)c1ccc(Cl)cc1,0,1,0,1,-1,0,9,-3,5
Cc1c(C(=O)NC(C)c2ccc(-n3ccnc3)cc2)cccc1[N+](=O)[O-] (stereo not given),5,2,1,-2,7,2,3,0,3
CCOC(=O)C1=C(c2ccccc2)N=c2s/c(=C\c3cc(OC)c(OC)c(OC)c3)c(=O)n2C1c1cccs1 (stereo not given),-2,-5,-5,-7,-5,-11,2,1,-5
Cc1ccc(SC(CC(=O)c2ccc(C(C)(C)C)cc2)C(=O)O)cc1 (stereo not given),-2,2,-5,.,.,0,.,0,2
CCOC(=O)c1cccc(Nc2nc(C)cc(C)n2)c1,1,1,2,-2,0,1,-3,3,0
O=C1CN(S(=O)(=O)c2cccc(Cl)c2Cl)c2ccccc2N1,-1,-1,-1,4,1,3,5,-7,2
COc1cccc(-c2sc3ccc(OC)cc3c2-c2ccc(OCCN3CCCCC3)cc2)c1,.,.,.,2,-2,.,4,-1,6
CCOc1cc(C(=O)N2CCC(CC3CC(c4ccccc4)=NO3)(C(=O)NCc3ccc(OC)cc3)CC2)cc(OCC)c1OCC (stereo not given),-8,-3,-14,30*,9,-4,-2,-2,8
O=C1CC(c2ccc3ccccc3c2)NN1 (stereo not given),.,-1,4,13,10,2,0,-4,1
Cc1ccc(S(=O)(=O)Nc2ccccc2F)cc1C(=O)NNC(=O)c1ccccc1O,28,2,1,10,8,-1,17,-6,5
COc1ccc(-n2c(=O)c3c4c(sc3n3c(=S)[nH]nc23)CCCC4)cc1,12,-1,-7,9,21,4,4,1,14
CCCC(=O)Nc1sc(C)c(-c2ccc(C(C)CC)cc2)c1C#N (stereo not given),2,0,1,4,0,3,3,-9,4
Cc1cccc(CC(=O)NCCN2CCCCC2)c1,2,3,5,-2,-3,2,12,4,0

(next part)
canonical_smiles,GSTO1 counter,LYPLA1 inh,LYPLA2 counter,PAFAH2 inh,PAFAH1B2 FP inh,PME-1 primary,PAFAH1B3 inh,PAD4 inh,pPAFAH inh
O=C(Nc1ccc2c(c1)OCO2)c1ccc([N+](=O)[O-])cc1[N+](=O)[O-],8,-4,11,-6,2,-2,2,-10,1
COc1ccc(CN2CCC(CO)(Cc3ccccc3C(F)(F)F)CC2)c(F)c1,0,5,4,1,2,1,5,-1,-3
COc1ccc(C)cc1NC(=O)CCN1CCN(C/C=C/c2ccccc2)CC1,-2,2,8,1,4,1,8,0,2
Cn1c(SCc2ccccn2)nnc1-c1ccncc1,0,2,2,0,2,0,6,-2,9
O=C(NCCS(=O)(=O)NCc1ccccc1)c1ccc2c(c1)OCO2,9,2,3,-2,5,-3,2,-3,-1
CSc1ccc(CN(C)C(C)C(=O)NCc2ccccc2)cc1 (stereo not given),-2,6,3,5,-3,2,0,0,5
O=C(CN1C(=O)COc2ccccc21)N(Cc1cccnc1)Cc1cccc(F)c1,-2,-1,3,-1,-5,-4,6,-3,4
CCCC1N2CC3([N+](=O)[O-])CN1CC([N+](=O)[O-])(C2)C3(C)C (stereo not given),0,0,-1,-5,2,0,-5,-3,2
CCOC(=O)C1(C)C=C(Nc2ccccc2)C(=O)N1c1ccccc1 (stereo not given),2,-2,-1,-2,0,-2,0,3,4
CCOCC(=O)Nc1c(C(=O)Nc2ccc3c(c2)OCCO3)oc2ccccc12,2,-3,-2,-6,1,1,3,-6,2
CN(C)S(=O)(=O)c1ccc(C(=O)NCC(=O)Nc2ccc(F)c(F)c2)cc1,1,0,8,-3,4,-1,10,-1,5

Another view of some results above.
SMILES: COc1ccc(CN2CCC(CO)(Cc3ccccc3C(F)(F)F)CC2)c(F)c1
  GSTO1 counter: 0
  LYPLA1 inh: 5
  LYPLA2 counter: 4
  PAFAH2 inh: 1
  PAFAH1B2 FP inh: 2
  PME-1 primary: 1
  PAFAH1B3 inh: 5
  PAD4 inh: -1
  pPAFAH inh: -3
SMILES: Cn1c(SCc2ccccn2)nnc1-c1ccncc1
  GSTO1 counter: 0
  LYPLA1 inh: 2
  LYPLA2 counter: 2
  PAFAH2 inh: 0
  PAFAH1B2 FP inh: 2
  PME-1 primary: 0
  PAFAH1B3 inh: 6
  PAD4 inh: -2
  pPAFAH inh: 9
